# mut p53 react: re-activators of the mutant p53 pathway; SW480 PUMA-promoter luciferase, p53 mutant reactivation; activation, % at 9.98 µM; actives 1.5% (n = 28,000); in the data active = activation above about 52%; inconclusive = no clear call, values can overlap the other calls
# STK33 kin inh: blocks human STK33 kinase activity. Q9BYT3. ADP-Glo luminescence, MBP substrate. inhibition, % at 12.5 µM. actives 0.44% (n = 27,000); in the data active = inhibition above about 20%; inconclusive = no clear call, values can overlap the other calls
# Target sequence (Q9BYT3 whole entry, looked up): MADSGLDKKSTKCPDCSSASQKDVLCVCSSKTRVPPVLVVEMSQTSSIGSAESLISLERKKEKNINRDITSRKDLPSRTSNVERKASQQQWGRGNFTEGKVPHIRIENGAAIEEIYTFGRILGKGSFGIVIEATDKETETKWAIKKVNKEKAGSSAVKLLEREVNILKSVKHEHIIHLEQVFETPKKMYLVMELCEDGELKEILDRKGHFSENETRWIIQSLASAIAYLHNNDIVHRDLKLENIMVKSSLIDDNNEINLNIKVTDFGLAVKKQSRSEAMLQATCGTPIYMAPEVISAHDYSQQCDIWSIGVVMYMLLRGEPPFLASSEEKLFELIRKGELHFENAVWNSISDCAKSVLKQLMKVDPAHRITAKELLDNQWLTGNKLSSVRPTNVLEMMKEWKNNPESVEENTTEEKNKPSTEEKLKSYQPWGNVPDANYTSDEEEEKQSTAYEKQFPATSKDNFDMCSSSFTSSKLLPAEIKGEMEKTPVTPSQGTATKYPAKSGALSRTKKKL
# * hit, by the source's call; ? = inconclusive; . = no result given. A portion of the library. The share of hits here may be higher or lower than overall.
SMILES	mut p53 react	STK33 kin inh
C[C@@H]1CN([C@@H](C)CO)C(=O)c2cccc(NC(=O)c3cnccn3)c2O[C@@H]1CN(C)C(=O)Nc1ccccc1	9.2	.
C[C@@H]1CCCCO[C@@H](CN(C)CC2CC2)[C@@H](C)CN([C@H](C)CO)C(=O)c2cc(NC(=O)Nc3ccc(C(F)(F)F)cc3)ccc2O1	.	0.7
C[C@H](CO)N1C[C@H](C)[C@@H](CN(C)C(=O)c2cccc(F)c2)Oc2cc(-c3cccnc3)ccc2S1(=O)=O	-6.6	.
C[C@@H]1CN([C@H](C)CO)C(=O)CCCn2cc(nn2)CO[C@H]1CN(C)C(=O)c1ccc(N2CCN(C)CC2)cc1	12.4	0.1
C[C@H](CO)N1C[C@H](C)[C@@H](CN(C)Cc2ccc3c(c2)OCO3)Oc2ccc(NC(=O)C3CC3)cc2CC1=O	1.1	.
COC(=O)C1=CO[C@@H](O[C@@H]2O[C@H](CO)[C@@H](O)[C@H](O)[C@H]2O)[C@H]2[C@@H]1[C@H](OC(C)=O)C[C@]2(C)O	-1.7	1.5
C=CCNC(=O)[C@H]1[C@@H]2C(=O)O[C@@H](c3ccccc3)[C@@H](c3ccccc3)N2[C@@H](c2ccc(OCCO)cc2)[C@]12C(=O)Nc1ccc(C#CCNC(N)=O)cc12	.	13.6
COc1ccc(CN(C)C[C@@H]2Oc3ccc(NC(=O)Nc4ccc(OC)cc4)cc3C(=O)N([C@H](C)CO)C[C@H]2C)cc1	2.9	.
C[C@H]1CN([C@@H](C)CO)C(=O)Cc2cc(NS(=O)(=O)c3cccs3)ccc2O[C@H]1CN(C)Cc1ccccc1	-5.0	-1.2
C=C(C)C(=O)O[C@H]1[C@H]2C(=C)C(=O)O[C@@H]2C[C@@H](C)/C=C/C(=O)[C@](C)(O)[C@@H]1OC(C)=O	.	3.9
Cc1noc(C)c1CSc1nc2sc(C)c(C)c2c(=O)n1C1CCCC1	-11.2	.
Cc1noc(C)c1S(=O)(=O)N(C)C[C@H]1OCCCC[C@H](C)Oc2ccc(N(C)C)cc2C(=O)N([C@H](C)CO)C[C@@H]1C	-3.1	.
C[C@H]1CN([C@@H](C)CO)C(=O)c2cc(NC(=O)CCC(F)(F)F)ccc2O[C@H]1CN(C)Cc1ccccc1	.	-1.6
COCCOC(=O)N1C(=O)[C@@]2(c3cc(C#CCC(C(=O)OC)C(=O)OC)ccc31)[C@H](c1ccc(O)cc1)N1[C@H](c3ccccc3)[C@H](c3ccccc3)OC(=O)[C@H]1[C@@H]2C(=O)N1CCc2cc(OC)c(OC)cc2C1	.	-7.4
COc1ccccc1NC(=O)C1=C(C)Nc2ncnn2C1c1ccccc1C(=O)O (configuration not stated)	-23.8	-1.0
C[C@@H]1CN([C@@H](C)CO)C(=O)c2cc(NC(=O)Cc3ccccc3)ccc2O[C@@H](C)CCCCO[C@H]1CN(C)S(=O)(=O)c1cccs1	-21.2	.
C[C@H]1CN([C@@H](C)CO)C(=O)Cc2cc(NS(=O)(=O)c3ccccc3)ccc2O[C@H]1CN(C)CC1CC1	.	-0.8
CC(C)NC(=O)Nc1ccc2c(c1)CC(=O)N([C@H](C)CO)C[C@H](C)[C@@H](CN(C)Cc1ccc(-c3ccccc3)cc1)O2	-6.6	.
C[C@@H]1CCCCO[C@H](CN(C)Cc2ccncc2)[C@@H](C)CN([C@H](C)CO)C(=O)c2cc(NC(=O)Nc3ccc(C(F)(F)F)cc3)ccc2O1	-15.3	1.4
CC(C)NC(=O)Nc1ccc2c(c1)C(=O)N([C@H](C)CO)C[C@@H](C)[C@H](CN(C)Cc1ccccc1)OCCCC[C@H](C)O2	-7.3	.
C[C@@H]1CN([C@H](C)CO)C(=O)Cc2cc(NS(=O)(=O)c3cn(C)cn3)ccc2O[C@H]1CN(C)Cc1ccc(Cl)c(Cl)c1	.	-0.7
C[C@@H]1CN([C@@H](C)CO)C(=O)c2cc(-c3cccnc3)cnc2O[C@H]1CN(C)C(=O)c1ccccc1F	5.2	.
COC(=O)CSc1nc(C)c2c(n1)CCCC2	17.8	-2.0
COC(=O)C[C@H]1[C@]2(C)C3=C(C)[C@H](c4ccoc4)C[C@H]3O[C@@H]2[C@H](O)C2[C@](C)(C(=O)OC)C=CC(=O)[C@@]21C (some centres not stated)	0.3	-1.2
CC(=O)N(C)C[C@H]1Oc2cc(-c3ccc(C#N)cc3)ccc2S(=O)(=O)N([C@H](C)CO)C[C@H]1C	-3.6	.
O=C(Nc1c(Cl)cc(Cl)cc1C(=O)NCCN1CCOCC1)c1cccc([N+](=O)[O-])c1	-10.6	-0.7
Cc1ccc(NC(=O)C(C)Sc2nnc(C)s2)cc1 (configuration not stated)	0.6	-5.2
Cc1ccc2c(c1)c1c3n2CCNC3CCC1 (configuration not stated)	.	-0.5
CC1OC(Oc2cc(O)c(C3OC(C)C(O)C(O)C3O)c3oc(-c4ccc(O)cc4)cc(=O)c23)C(O)C(O)C1O (configuration not stated)	-7.8	1.4
C[C@H](CO)N1C[C@H](C)[C@H](CN(C)Cc2ccc(Cl)c(Cl)c2)Oc2ccc(NC(=O)Cc3ccccc3)cc2C1=O	.	0.8
COc1ccc(Nc2nc(N)nc(CSc3nncn3C)n2)cc1	0.1	-8.8
C[C@H](CO)N1C[C@H](C)[C@@H](CN(C)C(=O)Nc2ccc(N3CCN(C)CC3)cc2)OCc2cnnn2CCCC1=O	5.5	.
COc1ccc(C)cc1NC(=O)CSc1nc2ccccc2c(=O)n1-c1ccc(Cl)cc1	18.9	1.3
C[C@@H]1CN([C@H](C)CO)C(=O)CCCn2nncc2CO[C@H]1CN(C)Cc1ccc(Oc2ccccc2)cc1	10.4	-1.7
COc1ccc(S(=O)(=O)Nc2ccc3c(c2)CC(=O)N([C@@H](C)CO)C[C@H](C)[C@H](CN(C)C(=O)Nc2c(C)noc2C)O3)cc1	-6.1	.
C[C@H](CO)N1C[C@H](C)[C@H](CN(C)Cc2ccc(-c3ccccc3)cc2)Oc2ccc(NS(C)(=O)=O)cc2CC1=O	-6.3	-1.3
S=C(NCc1ccccc1Cl)NC12CC3CC(CC(C3)C1)C2	.	3.9
C[C@@H]1CCCCO[C@H](CN(C)S(=O)(=O)c2ccccc2)[C@@H](C)CN([C@H](C)CO)C(=O)c2cc(NS(=O)(=O)c3ccccc3)ccc2O1	.	-2.8
CNC[C@@H]1Oc2ccc(NC(=O)C3CC3)cc2C(=O)N([C@H](C)CO)C[C@H]1C	9.2	.
C[C@@H]1CN([C@H](C)CO)C(=O)Cc2cc(NS(=O)(=O)c3cn(C)cn3)ccc2O[C@@H]1CN(C)S(C)(=O)=O	.	-0.9
C[C@H](CO)N1C[C@H](C)[C@H](CN(C)S(C)(=O)=O)Oc2ncc(C#Cc3cccc(F)c3)cc2C1=O	.	-5.2
CN(C)CCNc1oc(COc2ccc(Br)cc2)nc1C#N	7.2	-4.7
O=C(COc1ccc2oc3c(c2c1)CCCC3)NCCN1CCOCC1	-8.1	-3.5
Cc1cc(C(=O)Sc2cccc(Br)c2)nn1C(C)(C)C	.	-0.4
CNC[C@@H]1Oc2ccc(NC(=O)Nc3ccc(OC)cc3)cc2C(=O)N([C@H](C)CO)C[C@@H]1C	3.4	.
CCN(CC(=O)Nc1cccc(Cl)c1C)S(=O)(=O)c1ccc(F)cc1	3.1	0.5
COc1ccc(OC)c(N(CC(=O)Nc2cccc(Cl)c2C)S(C)(=O)=O)c1	1.5	-8.9
C[C@H]1CN([C@@H](C)CO)C(=O)c2cc(NC(=O)Nc3cccc4ccccc34)ccc2O[C@H]1CN(C)C(=O)Nc1ccc(C(F)(F)F)cc1	-14.2	.
COC(=O)/C=c1/sc2n(c1=O)C(C)=CC(C)(C)N=2	-2.6	.
C[C@@H]1CN([C@@H](C)CO)C(=O)c2cc(NC(=O)CCN3CCOCC3)ccc2O[C@H]1CN(C)Cc1ccc(C(F)(F)F)cc1	-7.2	.

# (next part)
SMILES	mut p53 react	STK33 kin inh
C[C@H]1CCCCO[C@H](CN(C)C(=O)Cc2ccccc2)[C@@H](C)CN([C@@H](C)CO)C(=O)c2cc(NC(=O)c3ccncc3)ccc2O1	-4.4	.
C[C@@H]1CN([C@@H](C)CO)C(=O)CCCn2cc(nn2)CO[C@H]1CN(C)C(=O)CCC(F)(F)F	3.7	0.0
O=C(/C=C/N1CCOCC1)c1csc(-c2ccc(C(F)(F)F)cc2)n1	4.4	.
COc1cc(N)c(Cl)cc1C(=O)CCC1CCN(CCNS(C)(=O)=O)CC1	4.5	.
O=C(CCN1C(=O)c2ccccc2S1(=O)=O)Nc1cccc2ccccc12	0.8	-4.5
C=C1C(=O)OC2/C=C(\C)CC3C=C(CC/C=C(\C)CCC12)C(=O)O3 (configuration not stated)	.	-1.2
C=CCNC(=O)[C@H]1[C@@H]2C(=O)O[C@@H](c3ccccc3)[C@@H](c3ccccc3)N2[C@@H](c2ccc(O)cc2)[C@]12C(=O)Nc1ccc(C#CC3=CCCCC3)cc12	.	5.5
CCC(Oc1cccc(NC(=O)c2cccc(OC)c2)c1)C(=O)c1ccccc1 (configuration not stated)	3.9	?
CC1(C)Cc2c(sc3c2c2ncnn2c2nnc(SCC(=O)NCc4ccccc4)n32)CO1	2.5	-1.6
C[C@@H]1CCCCO[C@@H](CN(C)Cc2ccc(Cl)c(Cl)c2)[C@@H](C)CN([C@H](C)CO)C(=O)c2cc(NS(=O)(=O)c3ccc(F)cc3)ccc2O1	.	-0.2
Cc1noc(C)c1S(=O)(=O)N(C)C[C@H]1Oc2ccc(NC(=O)CCN3CCOCC3)cc2CC(=O)N([C@H](C)CO)C[C@@H]1C	9.3	.
COc1cc(O[C@@H]2O[C@H](CO)[C@@H](O)[C@H](O)[C@H]2O)c2c(=O)cc(-c3ccccc3)oc2c1OC	0.2	-0.7
COc1ccc(OCC(=O)Nc2cc(Cl)ccc2N2CCOCC2)cc1	-21.6	1.6
COC1CC(OC2CCC3(C)C(CCC4(O)C3CC(OC(=O)c3ccccc3)C3(C)C(O)(C(C)=O)CCC43O)C2)OC(C)C1OC1CC(OC)C(OC2OC(C)C(OC3OC(CO)C(O)C(O)C3O)C(OC)C2O)C(C)O1 (configuration not stated)	-18.0	-4.1
Cc1c(O)nc(SC2CC(=O)N(c3ccccc3)C2=O)[nH]c1=O (configuration not stated)	-34.0	-9.4
C[C@H](CO)N1C[C@H](C)[C@H](CN(C)S(=O)(=O)c2ccc(F)cc2)Oc2c(NC(=O)C3CC3)cccc2C1=O	2.7	.
COc1ccc(CCNC(=O)c2ccccc2Sc2ccccc2C#N)cc1OC	-17.3	0.2
C[C@@H]1CN([C@H](C)CO)S(=O)(=O)c2ccc(C#CC3(O)CCCC3)cc2O[C@H]1CN(C)C(=O)Cc1ccccc1	8.1	.
Cc1noc(C)c1NC(=O)N(C)C[C@H]1Oc2ccc(NC(=O)CCCN(C)C)cc2C(=O)N([C@@H](C)CO)C[C@H]1C	9.3	.
COc1ccc(CN(C)C[C@H]2Oc3c(NS(=O)(=O)c4ccc(OC)cc4)cccc3C(=O)N([C@H](C)CO)C[C@H]2C)cc1	-3.2	.
C[C@H](CO)N1C[C@H](C)[C@H](CN(C)Cc2ccc(C(=O)O)cc2)Oc2c(NC(=O)Nc3ccccc3)cccc2C1=O	.	0.2
COc1cc(-c2nnc(SCC(=O)c3ccc(Cl)cc3)n2C)cc(OC)c1OC	-1.7	-2.3
Cc1cccc(NC(=O)CN(c2ccccc2F)S(C)(=O)=O)c1	3.5	-3.9
NS(=O)(=O)Cc1noc2ccccc12	17.2	.
C[C@H]1CN([C@@H](C)CO)C(=O)c2cc(NC(=O)C3CCCCC3)ccc2O[C@H]1CN(C)Cc1ccc(-c2ccccc2)cc1	.	0.5

# No new results follow: entries from further up.
SMILES	mut p53 react	STK33 kin inh
Cc1noc(C)c1NC(=O)N(C)C[C@H]1Oc2ccc(NC(=O)CCCN(C)C)cc2C(=O)N([C@@H](C)CO)C[C@H]1C	9.3	.
COc1ccc(CN(C)C[C@H]2Oc3c(NS(=O)(=O)c4ccc(OC)cc4)cccc3C(=O)N([C@H](C)CO)C[C@H]2C)cc1	-3.2	.
C[C@H](CO)N1C[C@H](C)[C@H](CN(C)Cc2ccc(C(=O)O)cc2)Oc2c(NC(=O)Nc3ccccc3)cccc2C1=O	.	0.2
COc1cc(-c2nnc(SCC(=O)c3ccc(Cl)cc3)n2C)cc(OC)c1OC	-1.7	-2.3

# Structures from the list above that have a furan ring, fused or not:
SMILES	mut p53 react	STK33 kin inh
COC(=O)C[C@H]1[C@]2(C)C3=C(C)[C@H](c4ccoc4)C[C@H]3O[C@@H]2[C@H](O)C2[C@](C)(C(=O)OC)C=CC(=O)[C@@]21C (some centres not stated)	0.3	-1.2
O=C(COc1ccc2oc3c(c2c1)CCCC3)NCCN1CCOCC1	-8.1	-3.5

# More structures follow:
SMILES	mut p53 react	STK33 kin inh
C/C=C/c1ccc2c(c1)O[C@H](CN(C)C(=O)c1cnccn1)[C@@H](C)CN([C@H](C)CO)S2(=O)=O	-4.3	.
O=C(Cc1ccccc1[N+](=O)[O-])Nc1ccccc1CO	-13.8	-1.7
COCC#Cc1ccc2c(c1)O[C@H](CN(C)S(=O)(=O)c1cccc(OC)c1)[C@H](C)CN([C@H](C)CO)S2(=O)=O	-8.4	.
C[C@H](CO)N1C[C@H](C)[C@H](CN(C)S(=O)(=O)c2cn(C)cn2)Oc2ccc(NC(=O)Cn3cnnn3)cc2CC1=O	.	-1.8
C[C@@H]1CCCCO[C@@H](CN(C)C)[C@H](C)CN([C@@H](C)CO)C(=O)c2cc(NC(=O)Nc3ccc(F)cc3)ccc2O1	-10.5	.
Cc1noc(C)c1S(=O)(=O)N(C)C[C@@H]1Oc2ccc(NS(C)(=O)=O)cc2CC(=O)N([C@@H](C)CO)C[C@@H]1C	.	4.5
Cc1ccc(CCC(=O)Nc2ccccc2)o1	29.4	3.4
O=C(O)CCC(=O)Nc1ccc(NC(=O)c2cccs2)cc1	0.9	0.4

# Compound activity: PubChem BioAssay, Broad Institute
